TR SRC2 fluor cs: Total Fluorescence Counterscreen for Inhibitors of the Interaction of Thyroid Hormone Receptor and Steroid Receptor Coregulator 2; TRb/SRC2 Texas Red total fluorescence interference; Potency, µM (doses to about 106 µM), inactives show at the highest dose fluorescence change, negative = quenching; 280,000 tested, 0.29% active; AID 1479, 2009; active = well fitted curve in either direction with a large enough effect; inconclusive = small, poorly fitted or top-dose-only effect; also: potency is read from the fitted curve at half-maximal effect; % is scaled to controls: 0 for no effect and ±100 for the full control effect
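Human TRβ ligand-binding domain (0.6 uM) and Texas Red SRC2 peptide (20 nM) in Tris buffer with 1 uM T3 and 5% DMSO were incubated with pinned compound for 5 hr at ambient temperature. Total fluorescence was computed as S + 2P (555/632 nm).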
Tau fluor counter: Counterscreen qHTS for Inhibitors of Tau Fibril Formation, Fluorescence Polarization; tau K18 P301L Alexa594 fluorescence, heparin fibrillization; AID 1463, 2008; Potency, µM (series often up to 57.7 µM), for the others: at the highest dose activity change, negative = decrease; 280,000 tested, 0.93% active; also: potency is read from the fitted curve at half-maximal effect; % is scaled to controls: 0 for no effect and ±100 for the full control effect; nearly all actives have a fitted effect of over 55% in size
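Human tau K18 P301L (15 uM unlabeled, 0.24 uM Alexa 594-labeled) in 100 mM sodium acetate pH 7 with 20 uM heparin, 6 hr at 37 C. ThT 30 uM added, 1 hr ambient; Alexa 594 FP and total fluorescence read at 555/632 nm.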
CBFb RUNX1 block: qHTS Assay for Compounds Blocking the Interaction Between CBF-beta and RUNX1 for the Treatment of Acute Myeloid Leukemia | Potency, µM (titrated, usually from 59.8 µM), for inactives: at the highest dose activity, negative = inhibition, usual class: inhibitors | Runt-related transcription factor 1 (Homo sapiens) + Core-binding factor subunit beta … | AlphaScreen CBFb-His/RUNX1-biotin binding, biochemical | 230,000 tested, under 10 active; also: % of control where 0% means no effect
Target sequence (Q01196 whole entry, looked up): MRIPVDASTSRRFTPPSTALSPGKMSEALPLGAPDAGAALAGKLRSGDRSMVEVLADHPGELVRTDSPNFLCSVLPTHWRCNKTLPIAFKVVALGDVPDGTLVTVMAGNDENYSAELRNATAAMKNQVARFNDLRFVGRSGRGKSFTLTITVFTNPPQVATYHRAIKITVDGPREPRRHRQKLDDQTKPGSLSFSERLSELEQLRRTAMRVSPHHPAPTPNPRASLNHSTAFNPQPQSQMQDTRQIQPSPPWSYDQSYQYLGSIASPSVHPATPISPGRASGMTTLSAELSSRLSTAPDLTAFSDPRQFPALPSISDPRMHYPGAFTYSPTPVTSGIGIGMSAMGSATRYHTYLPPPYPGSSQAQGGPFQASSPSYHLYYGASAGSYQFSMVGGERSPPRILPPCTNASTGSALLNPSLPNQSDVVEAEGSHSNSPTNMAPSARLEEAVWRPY
Target sequence (Q13951 whole entry, looked up): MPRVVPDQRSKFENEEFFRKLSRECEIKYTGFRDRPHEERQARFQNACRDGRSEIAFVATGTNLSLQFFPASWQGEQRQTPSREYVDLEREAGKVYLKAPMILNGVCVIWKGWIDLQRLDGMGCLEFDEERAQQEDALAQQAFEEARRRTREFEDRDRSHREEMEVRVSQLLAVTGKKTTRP
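AlphaScreen proximity signal reports loss of binding between His-tagged CBF-beta and biotin-labelled RUNX1, each at 30 nM. Proteins are pre-associated for 20 minutes, compounds added for 15 minutes, then beads for 90 minutes, all at ambient temperature.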
Tau fibril FP: qHTS for Inhibitors of Tau Fibril Formation, Fluorescence Polarization | K18 P301L tau heparin fibrillization, Alexa594 FP, 6 h | 280,000 tested, 0.39% active | AID 1468, 2008 | Potency, µM (doses to about 57.7 µM), for inactives: at the top dose activity, negative = inhibition, hits mostly inhibitors; also: potency is read from the fitted curve at half-maximal effect; % is scaled to controls: 0 for no effect and ±100 for the full control effect; nearly all actives have a fitted effect of over 55% in size
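K18 P301L tau (15 uM unlabeled/0.24 uM Alexa 594-labeled, final) + compound + heparin 20 uM final; 100 mM NaOAc pH 7; 6 hr 37 C; ThT 30 uM final added, 1 hr RT; FP ex 555/em 632 nm.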
TRb SRC2 PPI: qHTS for Inhibitors of the Interaction of Thyroid Hormone Receptor and Steroid Receptor Coregulator 2. TRbeta-SRC2 peptide binding, fluorescence polarization; receptor liganded with 1 µM T3. Thyroid hormone receptor beta (Homo sapiens), P10828. AID 1469, 2008. 280,000 tested, 0.065% active. Potency, µM (doses to about 106 µM), inactives show top-dose activity change, negative = inhibition, usual class: inhibitors;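 also: potency is read from the fitted curve at half-maximal effect; plate controls were bound peptide for no effect and peptide without receptor for full effect; nearly all actives have a fitted effect of over 50% in size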
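Polarization signal, normalized between peptide-alone and full complex controls, measured compound effects on T3-liganded human TRb LBD (0.6 uM) binding 20 nM Texas Red SRC2 peptide after 5 hr.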
Epigenetic derep: Quantitative High-Throughput Screen for Regulators of Epigenetic Control; AID 1865, 2009; murine LDR cells, GFP reporter derepression, 30 h; 280,000 tested, 0.2% active; Potency, µM (series often up to 53.9 µM), without a hit: top-dose GFP activation, hits mostly activators; also: potency is read from the fitted curve at half-maximal effect; % of control where 0% means no effect; nearly all actives have a fitted effect of over 60% in size
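In this reporter-derepression format, murine cells bearing a silenced integrated CMV-GFP locus incubate with test compound (30 h, 37 C), then are washed and imaged; fluorescent objects of 20–120 um count as induced cells.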
aGal spleen mod: qHTS Assay for Inhibitors and Activators of Human alpha-Galactosidase From Spleen Homogenate. AID 2107, 2009. 240,000 tested, 0.008% active. human spleen homogenate, 4MU-alpha-Gal fluorescence, 40 min. Alpha-galactosidase A (Homo sapiens), P06280. Potency, µM (top dose mostly 80 µM), inactives show top-dose activity change, negative = inhibition, usual class: inhibitors;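 also: potency is read from the fitted curve at half-maximal effect; 0% = enzyme with vehicle and -100% = no enzyme basal signal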
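Spleen homogenate 1 ug + cpd (titration) + 4-MU-alpha-D-galactopyranoside 1 mM; 37C 40 min; 50 mM citrate/phosphate pH 5.0, 0.01% Tween-20; stop pH 10; fluorescence 365/440; AC50 via Hill.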
NPSR antag: qHTS Assay for Antagonists of the Neuropeptide S Receptor: cAMP Signal Transduction; Q6W5P4; CHO-NPSR cells, cAMP TR-FRET, antagonist mode; Potency, µM (highest dose often 38.3 µM), without a hit: at the highest dose activity change, negative = inhibition, usual class: inhibitors; 220,000 tested, 1% active; also: potency is read from the fitted curve at half-maximal effect; % is scaled to controls: 0 for no effect and ±100 for the full control effect; nearly all actives have a fitted effect of over 50% in size; many of its hits are not listed in these tables
Target sequence (Q6W5P4 whole entry, looked up): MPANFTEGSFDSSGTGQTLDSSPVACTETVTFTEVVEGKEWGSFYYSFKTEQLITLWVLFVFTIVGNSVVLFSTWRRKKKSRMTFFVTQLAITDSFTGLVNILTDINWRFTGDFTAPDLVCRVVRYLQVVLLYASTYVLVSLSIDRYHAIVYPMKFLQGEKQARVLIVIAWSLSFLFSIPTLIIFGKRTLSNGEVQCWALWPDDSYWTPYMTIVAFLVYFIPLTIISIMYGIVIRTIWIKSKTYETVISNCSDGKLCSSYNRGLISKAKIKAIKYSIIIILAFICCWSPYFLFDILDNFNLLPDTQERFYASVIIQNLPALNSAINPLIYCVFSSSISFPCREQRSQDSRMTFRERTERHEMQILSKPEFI
The depositor's hits bear a star; ? = inconclusive; . = no result given; & = joins results of further samples; [ ] = remark or other dose. Unless noted, calls follow the shape of the dose curve; as a rule, active = well fitted curve in the direction sought with a large enough effect; inconclusive = small, poorly fitted or top-dose-only effect, or another doubt; inactive = no such curve, though single readings can be large; an effect the other way counts as inactive or inconclusive. This is a subset, so the mix of outcomes need not match the whole.

mol | TR SRC2 fluor cs | Tau fluor counter | CBFb RUNX1 block | Tau fibril FP | TRb SRC2 PPI | Epigenetic derep | aGal spleen mod | NPSR antag
O=C(c1ccc(Cn2c(=S)[nH]c3ccc(N4CCOCC4)cc3c2=O)cc1)N1CCN(c2ccc(F)cc2)CC1 | -5% | ? | -5% | 19% | -7% | -0.2% | -5% | -42%
O=C(CSc1nnc2sc3ccccc3n12)NCc1ccc2c(c1)OCO2 | 2% | -5% | 3% | -2% | 5% | 1.3% | 10% | 1%
Cc1nnc(SCC(=O)Nc2ccc(Cl)cn2)n1Cc1ccccc1 | -2% | -4% | 0% | -10% | 1% | -2.4% | -9% | -21%[46.1 µM]
CCOC(=O)CCc1nn(C)c(=O)c2ccccc12 | 0% | -2% | 3% | 1% | -2% | 1.1% | -9% | 15%
C#CCOCCOCCOCCNc1nc(N2CCN(C(=O)C(Cc3ccc(O)cc3)n3cc(C(N)C(C)CC)nn3)CC2)nc(N2CCN(C(=O)C(Cc3ccc(O)cc3)n3cc(C(N)C(C)CC)nn3)CC2)n1 (stereo not given) | -2% | 7% | 3% | 9% | -4% | -3.3% | 4% | -11%
Fc1ccccc1N1CCN(c2ncnc3onc(-c4ccc(Cl)cc4)c23)CC1 | -1% | -17% | . | -7% | 4% | -5.2% | . | .
CCN(CC)c1ccc(/C=N/NC(=S)NCc2ccccc2)c(O)c1 | -4% | ? | ? | ? | -7% | 3.9% | 21% | -17%
O=C(Cn1nc(-c2ccccc2)c2ccccc2c1=O)Nc1ccc(O)cc1 | -3% | ? | 9% | -7% | -3% | -1.1% | -12% | 1%
Fc1ccc(NC(=S)N2CCN(c3cccc(C(F)(F)F)c3)CC2)cc1 | -4% | -8% | 0% | -4% | -2% | -2.2% | -6% | 2%
CC1CCN(C(=O)c2cc3ccccc3c(=O)o2)CC1 | 3% | 1% | -3% | -2% | -2% | 0.1% | -3% | 3%
O=C(Nc1ccccc1)N(Cc1ccccc1)C1=NCCS1 | 1% | -5% | 5% | -3% | -8% | -1.9% | -17% | -20%[46.1 µM]
COc1ccc(NC(=O)c2ncoc2-c2ccco2)cc1Cl | -3% | -22% | . | -10% | -1% | 4.3% | . | .
COc1ccc(C(=O)NCCN2CCOCC2)cc1OC | -3% | 5% | 3% | -4% | -13% | -1.0% | 13% | 8%
Cc1cc(OCC[N+]2(C)CCCCC2)nc2ccccc12 | -5% | 2% | -11% | 3% | 2% | -0.1% | 19% | 2%[46.1 µM]
CCCN1C(=O)/C(=C/c2ccc3c(c2)OCO3)NC1=S | 0% | -18% | -10% | 2% | 4% | -0.9% | -6% | -27%

Compounds listed so far that have an aryl methoxy group, in the order listed:
mol | TR SRC2 fluor cs | Tau fluor counter | CBFb RUNX1 block | Tau fibril FP | TRb SRC2 PPI | Epigenetic derep | aGal spleen mod | NPSR antag
COc1ccc(NC(=O)c2ncoc2-c2ccco2)cc1Cl | -3% | -22% | . | -10% | -1% | 4.3% | . | .
COc1ccc(C(=O)NCCN2CCOCC2)cc1OC | -3% | 5% | 3% | -4% | -13% | -1.0% | 13% | 8%

(further entries)
mol | TR SRC2 fluor cs | Tau fluor counter | CBFb RUNX1 block | Tau fibril FP | TRb SRC2 PPI | Epigenetic derep | aGal spleen mod | NPSR antag
C=CCSc1nnc(NC(=O)COc2ccccc2)s1 | -10% | 0% | -1% | -2% | 1% | -2.6% | 4% | 10%
CS(=O)(=O)N1CCN(c2ccccc2NC(=O)c2ccc(Cl)cc2)CC1 | 0% | -6% | 4% | 4% | -1% | -1.6% | 0% | -20%[46.1 µM]
CC1CCc2nc3ccc(S(=O)(=O)N4CCC(C(=O)N5CCCCC5)CC4)cc3c(C(=O)O)c2C1 (stereo not given) | 1% | -1% | -1% | 1% | 0% | 0.8% | 4% | -7%[46.1 µM]
Cc1ccc(S(=O)(=O)Nc2cc3c(C(=O)Nc4ccccc4)c(C)oc3c3ccccc23)cc1 | 4% | ? | -17% | 9% | -4% | 5.3% | -3% | -20%[46.1 µM]
CC1CCN(C(=O)Cn2c(=O)n(-c3ccc(Cl)cc3)c(=O)c3c4c(sc32)CCC4)CC1 | 3% | -12% | . | -2% | 4% | 2.7% | . | .
CCCCn1c(SCC(=O)NCc2ccc(C)cc2)nc2c(sc3ccccc32)c1=O | 4% | -6% | . | -5% | 2% | -0.5% | . | .
COc1cccc(/C=N/n2c(N)c(S(=O)(=O)c3cccs3)c3nc4ccccc4nc32)c1OC | -2% | -20% | 3% | -5% | -14% | 3.2% | 5% | -14%[46.1 µM]
O=C(CCNC(=O)Cn1cnc2ccccc2c1=O)NCCC1=CCCCC1 | 4% | 1% | 8% | -2% | -17% | -2.1% | 5% | 3%[46.1 µM]
CCOc1ccc(NC(=O)Cn2cc(C(=O)c3ccc(CC)cc3)c(=O)c3cc(OC)c(OC)cc32)cc1 | 1% | ? | . | -6% | 0% | 2.9% | . | .
CC(=O)c1sc(N/N=C\c2ccc(C)cc2)nc1C | -6% | ? | 12% | ? | -3% | 0.1% | -17% | -22%
COc1ccc(Oc2nc(C)nc3c2oc2ccccc23)cc1 | -1% | -10% | 9% | ? | -8% | 1.5% | 10% | -22%[46.1 µM]
COc1ccc(/C=C2\CCCC3C2=NN(C(=O)CSc2ncn[nH]2)C3c2ccc(OC)cc2)cc1 (stereo not given) | -1% | -19% | -29% | -5% | 7% | 0.0% | -5% | -38%
COc1ccc(NC(=O)OC(C)C)cc1 | -2% | -4% | 5% | 1% | -10% | -1.3% | 10% | 5%[46.1 µM]
C#CCSc1cc(C(F)(F)F)nc(-c2ccccn2)n1 | -2% | 2% | 5% | -3% | 3% | 6.6% | 8% | 12%
Cc1ccc(-c2nsc(SCC(=O)Nc3ccc4c(c3)OCO4)n2)cc1 | -2% | ? | -2% | -14% | 6% | 0.0% | -6% | 6%

Just NPSR antag and Epigenetic derep (two entries from above):
| structure | NPSR antag | Epigenetic derep |
| --- | --- | --- |
| O=C(CCNC(=O)Cn1cnc2ccccc2c1=O)NCCC1=CCCCC1 | 3%[46.1 µM] | -2.1% |
| Cc1ccc(-c2nsc(SCC(=O)Nc3ccc4c(c3)OCO4)n2)cc1 | 6% | 0.0% |

Further records
mol | TR SRC2 fluor cs | Tau fluor counter | CBFb RUNX1 block | Tau fibril FP | TRb SRC2 PPI | Epigenetic derep | aGal spleen mod | NPSR antag
Cc1nn(C(=O)c2ccco2)c(C)c1CN1C(=O)c2ccccc2C1=O | 1% | -12% | 3% | -12% | -12% | 1.1% | 6% | -11%[46.1 µM]
Cc1nc(NCC2CCCO2)nc2c1C(=O)CC(C)(C)C2 (stereo not given) | 4% | 0% | 9% | 0% | -21% | 1.9% | 2% | 14%[46.1 µM]
CCN(CC)S(=O)(=O)c1cc(NS(=O)(=O)c2cccc(Cl)c2Cl)ccc1C | -1%[53 µM] | -11% | 11% | -3% | -2%[53 µM] | -1.3% | -8% | -26%
Cc1ccc(-c2cc(C(=O)NCc3cnn(C)c3)c3cc(Br)ccc3n2)cc1 | 6%&2% | ? | 4% | ? | 0%&3% | 8.7%&1.1% | -4% | ?
Cc1cc2n(n1)CCCN2C(=O)Nc1ccc(Cl)cc1 | -3% | -22% | . | -9% | 2% | -1.1% | . | .
CC(NC(=O)c1ccccc1)C(=O)N/N=C/c1ccccc1 (stereo not given) | -1% | 2% | 6% | -1% | 1% | -3.1% | -2% | 9%
COc1ccccc1C1C(C#N)=C(N)Oc2c1c(-c1ccccc1)nn2-c1ccccc1 (stereo not given) | -9% | ? | -15% | 14% | 4% | 0.0% | 7% | -5%
Cc1cccc(C(=O)Nc2ccc(-c3nc4ccccc4s3)c(C)c2)c1 | 0% | ? | . | -14% | -5% | 3.9% | . | .
O=C(NCCN1CCCC1)c1cc(-c2ccncc2)nc2ccc(S(=O)(=O)N3CCOCC3)cc12 | -4% | -11% | 4% | -7% | 0% | 0.0% | 1% | -10%[46.1 µM]
COc1cc(OC)c(C2CC(=O)Nc3ccc4ccccc4c32)cc1OC (stereo not given) | 0% | -7% | . | 9% | -1% | -1.5% | . | .
Cc1cccc(OC2(c3ccccc3)OC(=O)c3ccccc32)c1C (stereo not given) | 0% | -23% | 28% | -14% | 2% | -1.1% | 0% | ?
O=C(Nc1cccnc1Cl)c1cc(-c2ccc(Cl)cc2)on1 | 3% | -11% | . | -5% | -6% | -1.8% | . | .
CCOC(=O)c1c(NC(=O)OC)sc2c1CCC2 | 0% | -13% | 11% | 0% | -7% | 0.0% | -2% | -3%[46.1 µM]
N#Cc1c(NC(=O)CSc2ncn[nH]2)sc2c1CCCC2 | 1% | -16% | -8% | -2% | 1% | 0.1% | -4% | -8%[46.1 µM]
Cc1ccc(CCNC(=O)c2ccc(CSCc3ccccc3Cl)o2)cc1 | 0% | -16% | . | 8% | 1% | 1.7% | . | .
O=C(/C=C/C=C/c1ccccc1)CC1(O)C(=O)N(CCc2ccccc2)c2ccccc21 (stereo not given) | -2% | -13% | -16% | 7% | -19% | -1.2% | -11% | -17%[46.1 µM]
Cc1noc(/C=C/c2cccs2)c1S(=O)(=O)N1CCC(C(=O)Nc2ccc(F)c(Cl)c2)CC1 | 0% | ? | . | ? | -3% | -1.6% | . | .

Quoted from the listing:
TR SRC2 fluor cs result of N#Cc1c(NC(=O)CSc2ncn[nH]2)sc2c1CCCC2 = 1%
Epigenetic derep result of Cc1cc2n(n1)CCCN2C(=O)Nc1ccc(Cl)cc1 = -1.1%
NPSR antag result of COc1ccccc1C1C(C#N)=C(N)Oc2c1c(-c1ccccc1)nn2-c1ccccc1 (stereo not given) = -5%

Screening data: PubChem, National Center for Advancing Translational Sciences (NCATS)
